# MEKK2mut PB1 HTS = MEK5 binding signal on mutant MEKK2 PB1, primary screen, biochemical, multiplex bead flow cytometry, Alexa488-MEK5 | percent response, % at 10 µM | AID 1530, 2009 | Alexa488-MEK5 binding to MEKK2 mutant | 290,000 compounds, 0.35% hits; in the data active = percent response above about 24%, passing the limit was not always enough; note: inactives centre near 1; some results filed as inactive read as strong as hits; reference of the scale not given here
# PHOSPHO1 inh = PubChem AID 1565 | Phosphoethanolamine/phosphocholine phosphatase (Homo sapiens), Q8TCT1 | recombinant PHOSPHO1, absorbance phosphatase assay | inhibition, % at 13.3 µM | 290,000 compounds, 1.1% hits; in the data active = inhibition above about 60%
# Target sequence (Q8TCT1 whole entry, looked up): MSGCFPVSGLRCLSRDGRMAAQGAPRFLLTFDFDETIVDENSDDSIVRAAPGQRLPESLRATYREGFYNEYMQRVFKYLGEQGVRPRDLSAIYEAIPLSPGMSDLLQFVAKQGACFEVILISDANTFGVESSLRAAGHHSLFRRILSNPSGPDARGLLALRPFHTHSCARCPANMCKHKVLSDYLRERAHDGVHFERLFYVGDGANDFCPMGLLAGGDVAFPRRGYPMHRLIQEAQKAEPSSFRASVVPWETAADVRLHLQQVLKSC
# GPR7 antag = GPR7 receptor antagonists, primary screen, cell-based, fluorescence, single concentration; GPR7-expressing cells, fluorescence antagonist assay; inhibition, % at 4.4 µM; 290,000 compounds, 1.1% hits; Neuropeptides B/W receptor type 1 (Homo sapiens), P48145; in the data active = inhibition above about 16%, passing the limit was not always enough;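 note: cells stimulated with the agonist NPW; 0% = agonist with vehicle and 100% = vehicle without agonist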
# Target sequence (P48145 whole entry, looked up): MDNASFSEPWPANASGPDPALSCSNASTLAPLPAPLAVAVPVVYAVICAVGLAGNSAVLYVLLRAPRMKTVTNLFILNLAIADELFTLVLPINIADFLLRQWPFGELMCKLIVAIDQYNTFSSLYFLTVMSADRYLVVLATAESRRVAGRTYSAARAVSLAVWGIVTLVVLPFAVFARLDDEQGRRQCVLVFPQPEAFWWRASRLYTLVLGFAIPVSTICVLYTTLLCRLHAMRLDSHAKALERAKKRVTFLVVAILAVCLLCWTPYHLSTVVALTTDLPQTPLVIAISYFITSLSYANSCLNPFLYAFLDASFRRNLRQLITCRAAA
# GalR3 antag = GalR3 antagonists in HEK293 cells, primary screen, cell-based, fluorescence readout; HEK293 GalR3-CNG cAMP membrane potential fluorescence; galR3 body fused to GalR1 C-terminus; inhibition, % at 3 µM; 360,000 compounds, 0.44% hits; AID 651719, 2012;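 active = inhibition above the screen-wide average plus 3 SD, cut at about 13% in these data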;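 note: forskolin and galanin both at EC90 stimulate the cells; cAMP rise reported by CNG channel membrane potential dye signal; 0% = forskolin plus galanin with DMSO and 100% = forskolin alone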
# Target sequence (O60755 1-299 limits assumed): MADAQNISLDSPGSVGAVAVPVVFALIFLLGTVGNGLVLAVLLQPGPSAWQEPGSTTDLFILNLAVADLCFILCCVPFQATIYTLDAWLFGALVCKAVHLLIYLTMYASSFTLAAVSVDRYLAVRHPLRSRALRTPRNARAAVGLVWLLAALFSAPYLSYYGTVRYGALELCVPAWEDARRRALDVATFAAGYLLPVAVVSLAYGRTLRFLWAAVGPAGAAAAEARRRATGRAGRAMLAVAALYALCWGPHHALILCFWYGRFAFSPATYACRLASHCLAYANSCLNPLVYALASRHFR
# OXTR agonist = human OXTR agonists, primary screen, fluorescence, CHO-OTR cells, Fluo-8 calcium | Oxytocin receptor (Homo sapiens), P30559 | Fluo-8 calcium fluorescence; normalized: DMSO 0%, oxytocin 100% | activation, % at 3 µM | 320,000 compounds, 0.32% hits;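 active = activation above the mean of all tested compounds plus 3 SD, cutoff set per screening run, cut at about 20% in these data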;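 note: peak over basal fluorescence ratio from a 100 s FLIPR kinetic read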
# MEKK2wt PB1 HTS = modulators of MEK5 binding to wildtype MEKK2, primary screen, biochemical, multiplex bead flow cytometry, Alexa488-MEK5. Alexa488-MEK5 binding to MEKK2 WT; actives lie on both sides. AID 1531, 2009. 290,000 compounds, 1.1% hits. binding response (% of control), % at 10 µM. Mitogen-activated protein kinase kinase kinase 2 (Homo sapiens), Q9Y2U5; in the data active = binding response below about 67% or above about 130%
# NALP1 yeast inh = NALP1 inflammasome inhibitors in reconstituted yeast, colorimetric, S. cerevisiae, triplicate retest. 280,000 compounds, 0.61% hits. inhibition, % at 10 µM. S. cerevisiae NALP1/ASC/caspase-1 growth, X-gal OD620, 72 h; in the data active = inhibition mostly above about 24%, no sharp cut-off; inactive = mostly below about 32%; note: some compounds called inactive have numbers as strong as hits
# MEKK3 PB1 HTS = modulators of MEKK3-MEK5 PB1 binding, primary screen, biochemical, wildtype MEKK3, multiplex bead flow cytometry, Alexa488-MEK5. 290,000 compounds, 1.4% hits. bead-based flow cytometry, Alexa488-MEK5 binding to MEKK3; actives lie on both sides; 0 = blocked by unlabeled MEK5, 100 = vehicle. binding response (% of control), % at 10 µM;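 active = binding response more than 3 SD above or below the average of its plate-row segment, actives on both sides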;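 note: Alexa488 bead fluorescence after subtracting the streptavidin-only scavenger bead signal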
# V1R ag counter = agonists of human V1a receptor, primary screen, counter-screen for OXTR agonist project, fluorescence, CHO-V1R cells; Fluo-8 calcium fluorescence, agonist mode; 0% DMSO, 100% 3 nM vasopressin; 320,000 compounds, 0.25% hits; Vasopressin V1a receptor (Homo sapiens), P37288; activation, % at 3 µM;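 active = activation above the mean activation of all tested compounds plus 3 SD, per screening run, cut at about 20% in these data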;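 note: signal is peak over basal fluorescence ratio across a 100 second FLIPR read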
# * = called active by the depositor; · = not tested or not shown.
# Start of the listing, in advance, 5 compounds:
Molecule	MEKK2mut PB1 HTS	PHOSPHO1 inh	GPR7 antag	GalR3 antag	OXTR agonist	MEKK2wt PB1 HTS	NALP1 yeast inh	MEKK3 PB1 HTS	V1R ag counter
Fc1ccc(C2=CSC3=NCCN23)cc1	-2	37	6	-1	-0.1	100	13	105	1.9
Cc1ccc(C)c(-n2c3nc(=O)[nH]c(=O)c-3cc3cc([N+](=O)[O-])ccc32)c1	0	-24	22*	-1	3.2	93	-8	96	1.2
COc1nnc(-c2ccc(C)c(S(=O)(=O)NCCO)c2)c2ccccc12	-4	-1	-1	2	-0.6	93	17	90	0.2
O=C(Cn1ncc2c([nH]c3ccccc32)c1=O)NCCc1ccccc1	5	43	-8	-2	0.9	106	-4	104	0.8
NC(=O)Cn1c2[n+](c3ccccc31)CC(O)CS2 (configuration not stated)	3	13	5	-1	1.7	105	40	104	1.1

# Main list, from the first entry:
Molecule	MEKK2mut PB1 HTS	PHOSPHO1 inh	GPR7 antag	GalR3 antag	OXTR agonist	MEKK2wt PB1 HTS	NALP1 yeast inh	MEKK3 PB1 HTS	V1R ag counter
Fc1ccc(C2=CSC3=NCCN23)cc1	-2	37	6	-1	-0.1	100	13	105	1.9
Cc1ccc(C)c(-n2c3nc(=O)[nH]c(=O)c-3cc3cc([N+](=O)[O-])ccc32)c1	0	-24	22*	-1	3.2	93	-8	96	1.2
COc1nnc(-c2ccc(C)c(S(=O)(=O)NCCO)c2)c2ccccc12	-4	-1	-1	2	-0.6	93	17	90	0.2
O=C(Cn1ncc2c([nH]c3ccccc32)c1=O)NCCc1ccccc1	5	43	-8	-2	0.9	106	-4	104	0.8
NC(=O)Cn1c2[n+](c3ccccc31)CC(O)CS2 (configuration not stated)	3	13	5	-1	1.7	105	40	104	1.1
Cc1ccc(N(C(=O)c2ccc(S(=O)(=O)N(C)C)cc2)C2C=CS(=O)(=O)C2)cc1 (configuration not stated)	-1	-27	14	-6	1.0	102	25	102	0.6
O=C(CN1CCCCC1)Nc1ccc(C(F)(F)F)cc1Cl	-37	3	1	2	-0.2	73	15	71	-0.2
CN1CCN(NC(=O)/C=C/c2ccc(Br)cc2)CC1	12	28	-7	-4	0.1	112	6	108	0.4
CN(Cc1nccn1C)C(=O)c1ccc2nc(Cc3ccccc3F)oc2c1	2	24	-6	-2	-0.9	101	11	101	0.5
O=C(NCc1ccccc1)Nc1cccn(Cc2ccc(Cl)cc2)c1=O	-1	34	-5	-2	-0.1	97	7	98	1.6
Cc1ccc(-c2csc(NC(=O)c3ccc([N+](=O)[O-])o3)n2)cc1	-4	-18	0	-3	3.9	98	-5	97	9.1
COc1ccc(S(=O)(=O)n2c([N+](=O)[O-])cnc2C)c(C)c1C	1	24	-10	-9	0.3	103	5	101	-0.6
CN1/C(=C\C(=O)Nc2ccc(Cl)cc2)C(C)(C)c2ccccc21	0	1	2	-5	-0.7	103	49	107	-0.1
CCn1c(SCc2cccc(C)c2)nnc1-c1ccccc1	4	42	4	-3	-1.2	106	4	103	0.7
Cc1cccc(NC(=O)CN2C(=O)CCS(=O)(=O)c3ccccc32)c1C	3	60	-8	-5	-0.2	104	9	99	0.0
Cc1ccccc1-n1ncc2c1CC(C)(C)CC2NC(=O)c1ccncc1 (configuration not stated)	9	18	-13	-2	-0.1	112	16	108	0.0
COCCOc1cc(Nc2nnc(C(F)(F)F)s2)c(Cl)cc1Cl	8	-19	-10	-5	1.8	108	1	108	5.9
O=C(Oc1cccc2c(OC(=O)N3CCCC3)cccc12)N1CCCC1	6	-16	-13	-2	1.6	97	4	96	1.8
CCC(=O)c1cn(CC(=O)Nc2ccccc2)c2ccccc12	0	50	-6	-6	-0.1	105	23	99	5.2
O=C(c1cc(COc2ccc3ncccc3c2)on1)N1CCC(O)CC1	-3	62*	-13	-3	7.8	102	-8	102	7.7
COC(=O)N/N=C/c1cc(C)n(-c2ccc(Br)cc2)c1C	-31	3	3	-4	-2.7	81	18	73	-0.9
CCOC(=O)C1=C(O)CCn2c1nc1ccccc12	-2	-17	-4	·	-0.3	97	20	100	0.1
COC(=O)CSc1cc(C(F)(F)F)nc(-c2ccccn2)n1	2	-8	0	-3	0.6	102	15	102	-0.3
Cc1ccc(/C=N/n2c(C)nc3ccccc3c2=O)s1	2	24	-1	·	-1.6	103	10	106	-1.5
COc1ccc(CCNC(=O)c2ccc(=O)[nH]n2)cc1OC	1	-4	4	0	-0.9	98	7	101	1.4
CC(C)(C)c1ccc(C(=O)N/C(=C/c2cccs2)C(=O)NCc2ccco2)cc1	0	-6	9	-11	-2.3	100	28	105	0.0
C[C@@H](O)[C@@H]1NC(=O)c2cc([N+](=O)[O-])cc(I)c2NCC[C@@H](C(N)=O)NC(=O)CNC1=O	4	18	-9	-3	-0.5	100	22	108	0.1
COC(=O)c1ccccc1N1C(=O)[C@@H]2C(c3ccc(Br)cc3)=NO[C@@H]2C1=O	3	24	-5	5	3.0	96	10	100	2.5
CCOC(=O)CCC(NC(=O)c1ccc(NCN2C(=O)CCC2=O)cc1)C(=O)OCC (configuration not stated)	9	-22	-15	-4	-0.4	106	-15	106	0.9
CC1(C)CC(=O)c2cc3c(N)c(C(=O)NCc4ccccc4)sc3nc2C1	1	6	3	-2	-0.7	98	1	103	0.8

# Next entries:
Molecule	MEKK2mut PB1 HTS	PHOSPHO1 inh	GPR7 antag	GalR3 antag	OXTR agonist	MEKK2wt PB1 HTS	NALP1 yeast inh	MEKK3 PB1 HTS	V1R ag counter
Cc1ccc(NC(=O)c2ccc(-c3nn(C)c(=O)c4ccccc34)cc2)c(C)c1	-2	-22	-1	-1	-0.1	94	4	97	2.4
CCOC(=O)CNC(=O)N1CCCC(C(=O)c2ccc3c(c2)OCO3)C1 (configuration not stated)	-4	-8	-9	-2	-0.1	93	-16	100	0.6
CCCc1nc2ccccc2c(=O)n1/N=C/c1c(C)[nH]n(-c2ccc(C)cc2)c1=O	5	-11	-6	1	-1.4	104	14	101	0.0
COc1ccc(N(CC(=O)NCc2ccc(F)cc2)C(=O)CCC(=O)Nc2nccs2)cc1	-3	31	2	-8	0.6	100	26	98	0.0
C#CCNC(=O)C1=C[C@@H](c2ccccc2)[C@H](CCCO)[C@@H](OCC)O1	-2	40	-6	1	-0.2	96	-2	104	0.2
Cc1nccn1CC(=O)N/N=C/c1ccc(O)c(O)c1	10	-1	-9	·	-0.3	97	15	101	0.6
COc1cccc(NC(=O)CN(C)CC(=O)Nc2ccc(C)c([N+](=O)[O-])c2)c1	12	38	-13	-5	8.4	103	3	106	12
CC(=O)N/C(=C\c1ccccc1)C(=O)OCC(=O)N(C)C1CCCCC1	16	-1	6	2	-0.3	101	19	101	0.6
CCn1nc(NS(=O)(=O)c2ccc([N+](=O)[O-])cc2)c2cc3ccccc3nc21	6	54	-14	-6	0.4	99	-4	99	0.3
c1ccc(OCc2nn3c(-c4ccccn4)nnc3s2)cc1	-2	-1	-11	-1	0.9	87	7	98	1.1
C=CCOC(=O)C1=C(C)NC(C)=C(C(=O)OCC=C)C1c1ccc(O)cc1	-1	-16	·	-4	1.2	93	6	97	-0.5
CC1(C)CC(NC(=O)c2cc([N+](=O)[O-])cc([N+](=O)[O-])c2)CC(C)(C)N1	-1	36	-5	-4	1.4	100	28	96	0.0
O=C(N/N=C/c1ccc[nH]1)c1ccncc1	-13	-3	-6	-3	-1.0	83	1	98	0.9
CCOC(=O)C(C)Sc1nc(-c2ccccn2)ncc1OC (configuration not stated)	-6	33	5	-5	-2.2	98	8	102	0.4
Nc1nc(NCCCN2CCOCC2)nc(Nc2ccc(F)cc2)c1[N+](=O)[O-]	0	-11	0	-2	1.6	124	28	104	1.1
COc1ccccc1CCNC(=O)C(=O)c1cn(CC(=O)N2CCOCC2)c2ccccc12	-1	49	1	7	0.8	100	14	97	0.8
COc1ccc(CNC(=O)CCNS(=O)(=O)c2cccc3nsnc23)cc1	-1	2	-12	-1	-0.5	97	7	109	1.4
O=C(CSc1nnc(C2CC2)n1CC1CCCO1)Nc1cccc(Cl)c1 (configuration not stated)	-2	36	-6	-9	0.7	97	20	96	1.4
O=C(COC(=O)c1ccc(Br)o1)Nc1nc2c(F)c(F)c(F)cc2s1	4	38	-3	-8	0.5	98	6	102	-0.4
COc1ccc(C(=O)c2c(C)c(CCC#N)n3ccccc23)c(OC)c1	2	24	-12	-8	-0.3	103	5	104	-0.3
CC(=O)Nc1ccc(S(=O)(=O)Nc2cccc(-c3ccc4nncn4n3)c2)cc1	-2	28	-7	0	-0.1	100	-1	104	1.0
CCn1c(SCC(=O)NC2CCCCC2)nc2ccccc2c1=O	9	38	-16	-2	0.3	105	-4	102	0.3
COCCn1c(SCC(=O)NC(C)c2ccccc2)nc2ccccc21 (configuration not stated)	4	27	10	-2	-1.3	109	10	103	-0.5
O=C(O)C1C2C=CC3(O2)C1C(=O)N1c2ccccc2C2OCCC2C13 (configuration not stated)	1	21	0	-3	0.6	101	2	102	0.9
N#Cc1cc(C(=O)c2cc(F)ccc2O)cn(-c2nccs2)c1=O	-2	-5	-7	-1	135*	96	36	103	84*
O=C(N/C(=C/c1ccc([N+](=O)[O-])cc1)C(=O)N1CCCC1)c1ccccc1	0	40	-9	-9	0.0	106	4	103	-0.2
NNc1nc2c(Cl)ccc(Cl)c2s1	-2	2	-2	1	0.2	97	15	102	1.4
Cc1ccccc1CN1CCC(N2CCC(C(=O)NCC3CCCO3)CC2)CC1 (configuration not stated)	10	31	-16	-2	1.1	119	19	105	0.4
CN(c1ccccc1)S(=O)(=O)c1nnc(NC(=O)COc2ccccc2F)s1	1	12	-5	-6	4.3	94	7	101	7.3
C/C(=C\C(=O)c1ccccc1)Nc1ccc2c(c1)OCO2	8	-1	-9	2	0.4	113	35	102	1.0

# More entries
Molecule	MEKK2mut PB1 HTS	PHOSPHO1 inh	GPR7 antag	GalR3 antag	OXTR agonist	MEKK2wt PB1 HTS	NALP1 yeast inh	MEKK3 PB1 HTS	V1R ag counter
Cc1cc(C)c(NC(=S)N(C)C)c(C)c1	-1	-3	-13	11	0.1	101	6	99	-0.4
CNC(=O)c1c(NC(=O)c2ccc(S(=O)(=O)N3CC(C)OC(C)C3)cc2)sc2c1CCN(C(C)C)C2 (configuration not stated)	6	27	-15	3	0.7	110	17	103	-0.3
CNC(=O)c1ccccc1F	3	-9	-1	2	1.6	108	16	106	5.3
COc1ccc(Cl)cc1NC(=O)CNc1ccc(F)cc1C	19	-1	10	2	-1.3	118	32	108	0.6
O=C(c1ccco1)N1CCN(c2nc(C(F)(F)F)nc3c2nnn3Cc2ccccc2)CC1	-1	-6	-10	-2	-1.0	100	-1	100	1.8
C=CCN1C(=O)c2ccccc2Sc2ccc(C(=O)NC(C)C)cc21	13	34	12	-5	-1.8	107	15	110	0.0
COc1ccc(NC(=O)c2ccc(NC(=O)c3ccncc3)cc2)cc1	-2	12	-1	-9	0.6	101	21	104	0.5
COc1cc(-c2nnc(COC(=O)c3cccn3C)o2)cc(OC)c1OC	-6	10	-11	-4	0.3	90	11	94	1.4

# High-throughput results: PubChem, several laboratories
